ERAP1 HTS inh: ERAP1 (human) enzyme inhibition; Q9NZ08; recombinant ERAP1, Leu-AMC fluorescence, 60 min; inhibition, % at 10.7 µM; 340,000 compounds, 0.15% hits; AID 652197;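 active = mean replicate inhibition of at least 30%, or all replicates individually reaching that 30% level; inactive = mean below 30% and not every replicate reaching it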;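 also: 0% = neutral control wells and 100% = L-leucinethiol positive control wells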
XiGFP reactiv: activators of X-chromosome reactivation in mouse fibroblasts; XiGFP mouse fibroblasts, % GFP-positive cells imaging, 3 d; cells co-treated with 5-aza-dC sensitizer; scaled so ellipticine positive control = 100%; activation, % at 7.58 µM; 360,000 compounds, 0.055% hits; AID 743238;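 active = mean normalized replicate activation at least 10% and every replicate at or above 10%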;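 also: 0% = median of on-plate neutral control wells and 100% = ellipticine 6 µM median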
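assay system = SV40-immortalized XiGFP fibroblast cells, line 68-5-11 | buffer or medium = DMEM plus 5-aza-dC sensitizer | doses = single-point pinned compound dosing | times = 3-day compound exposure, then 15 min fixation at room temperature | benchmarks = positive control ellipticine, 6 µM final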
RAD52 anneal inh: RAD52 (human) annealing inhibition. P43351. recombinant RAD52 DNA annealing, FRET fluorescence. inhibition, % at 18.7 µM. 360,000 compounds, 0.46% hits. AID 651710;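 active = every replicate showing at least 50% inhibition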
Target sequence (P43351 whole entry, looked up): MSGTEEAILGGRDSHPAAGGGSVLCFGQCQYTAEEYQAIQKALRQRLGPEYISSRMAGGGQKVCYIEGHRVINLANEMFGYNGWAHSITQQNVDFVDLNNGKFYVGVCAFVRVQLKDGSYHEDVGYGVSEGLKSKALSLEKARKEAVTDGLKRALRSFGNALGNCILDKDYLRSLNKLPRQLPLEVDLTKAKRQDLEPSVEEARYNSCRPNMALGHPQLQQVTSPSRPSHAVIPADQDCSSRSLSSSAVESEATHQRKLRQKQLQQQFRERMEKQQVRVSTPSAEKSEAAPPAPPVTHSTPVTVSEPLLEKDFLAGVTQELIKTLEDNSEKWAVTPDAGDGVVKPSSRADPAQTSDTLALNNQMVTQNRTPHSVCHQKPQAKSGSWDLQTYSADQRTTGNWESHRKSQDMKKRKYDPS
CFTR F508del cor: correctors of CFTR F508del function in bronchial epithelial cells; CFBE cells, YFP halide quenching; stimulated with forskolin plus potentiator P3; % fluorescence drop versus neutral controls; activity (quench increase), % at 7.58 µM; 350,000 compounds, 0.36% hits; AID 720511;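 active = mean added fluorescence quench of at least 8% versus neutral control, with both replicates also reaching 8%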;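 also: cells transiently co-express mutant CFTR-F508del with the halide-sensitive YFP; corrector assay measuring rescue of mutant channel to the surface after 24 h compound exposure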
esBAF inh: blocks esBAF chromatin remodeling in mouse ES cells | Bmi1-luciferase knock-in reporter, 24 h; 100% = twice the neutral-well signal | reporter increase, % at 12.5 µM | 350,000 compounds, 2% hits; in the data active = activation above about 40%;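 also: 0% = median of the plate's neutral control wells and 100% = double that signal; a rise in the Bmi1 reporter signal indicates esBAF inhibition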
INS-1E GSIS act: primary screen for activators of insulin secretion dependent on glucose, INS-1E cells, GLuc reporter luminescence; INS-1E GLuc reporter insulin secretion, 2-3 h; activation, % at 16.6 µM; 370,000 compounds, 0.61% hits; AID 743287;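 active = lowest replicate activation of at least 40%, so every replicate reaches that level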;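 also: 0% = median of neutral control wells and 100% = median of IBMX positive control wells; some compounds called inactive have numbers as strong as hits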
ARNT-TACC3 inh: ARNT/TACC3 interaction disruption; inhibition, % at 9.99 µM; 390,000 compounds, 0.66% hits; AID 623870; Q9Y6A5; AlphaScreen His-ARNT PAS-B/GST-TACC3 binding, luminescence; TACC3 fragment carries E629A point mutation;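 active = mean inhibition of replicates at least 50% and at least half of replicates each reaching 50%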;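 also: 0% = complete ARNT plus TACC3 wells and 100% = ARNT alone without TACC3; many hits fall short of the cut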
RAD54 branch: blocks human RAD54 Holliday junction branch migration. Q92698. FAM/BHQ fluorescence. inhibition, % at 10.4 µM. 360,000 compounds, 0.14% hits. AID 602329;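 active = mean normalized replicate activity at least 40 and at least half of replicates scoring 40 or more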;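 also: 0% = median of neutral control wells and 100% = median of positive control wells; inhibitors cause a drop in the FAM fluorescence signal; in these data hits start at about 50%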
* hit, by the source's call; x = not tested or not shown; & = joins results of further samples.

1) COc1ccc(Sc2nnc(Cc3ccccc3)c3ccccc23)cc1
2) COc1ccc(N(CC(=O)NCc2ccc(F)cc2)C(=O)c2snc(C(N)=O)c2N)cc1
3) COC(=O)c1c(C(=O)OC)c(-c2ccc(OC)cc2)n2c1CCC2
4) Cc1c(NC(=O)COC(=O)/C=C/c2ccccc2Br)c(=O)n(-c2ccccc2)n1C
5) COC(=O)C[C@H]1C=C[C@@H](NS(=O)(=O)c2ccccc2F)[C@@H](CO)O1
6) Cc1ccc(S(=O)(=O)N2[C@@H](c3ccc(Cl)cc3)C(C(=O)O)=CC[C@H]2c2cccc(C)c2)cc1
7) CCOc1ccc(N(C(=O)c2snc(C(N)=O)c2N)C(C)C(=O)NC2CCCCC2)cc1 (stereo unspecified)
8) COCC#Cc1ccc2c(c1)O[C@@H](CN(C)C(=O)COC)[C@H](C)CN([C@H](C)CO)S2(=O)=O

assay / entry | 1 | 2 | 3 | 4 | 5 | 6 | 7 | 8
ERAP1 HTS inh | x | 4 | -3 | 5 | 0 | -4 | 4 | -2
XiGFP reactiv | x | 0.3 | 0.0 | -0.1 | -0.3 | 0.5 | 0.0 | -0.1
RAD52 anneal inh | x | 7 | -9 | -2 | -11 | -4 | -11 | -3
CFTR F508del cor | x | -2.1 | 3.8 | -1.8 | 0.4 | -2.0 | 1.7 | -1.9
esBAF inh | 2 | -4 | x | -2 | 1 | 9 | 17 | -2
INS-1E GSIS act | 12 | -3 | 16 | x | 7 | -2 | -1 | 4
ARNT-TACC3 inh | 5 | 5 | 3 | -14 | -2 | -3 | x | -11
RAD54 branch | 4 | -9 | x | 3 | -6 | 1 | -7 | 3

9) Cc1cc(C)cc(NC(=O)c2cccc(N3C(=O)C4C5C=CC(C5)C4C3=O)c2)c1 (stereo unspecified)
10) CC(=O)Nc1ccc(NC(=O)/C=C/c2cccc(C(F)(F)F)c2)cc1
11) COc1ccc2c3c(n(C)c2c1)[C@@H](CO)N(C)CC31CCN(C(=O)c2cccnc2)CC1
12) Oc1[nH]c2ccccc2c1N=Nc1c(F)c(F)c(F)c(F)c1F
13) C=CCc1cc(Cl)ccc1OC(=O)Nc1cccc(Cl)c1
14) CCN(CC(=O)Nc1ccccc1C(F)(F)F)C(=O)Cn1c(=O)cnc2ccccc21
15) CCCCC(C(=O)NC(C)(C)C)N(Cc1ccccc1Cl)C(=O)c1snc(C(N)=O)c1N (stereo unspecified)
16) COc1ccc(S(=O)(=O)Nc2ccc3c(c2)C(=O)N([C@H](C)CO)C[C@H](C)[C@H](CN(C)C(=O)NC2CCCCC2)OCCCC[C@H](C)O3)cc1

assay / entry | 9 | 10 | 11 | 12 | 13 | 14 | 15 | 16
ERAP1 HTS inh | -2 | -9 | -1 | 4 | 1 | 32* | -1 | -1
XiGFP reactiv | 0.3 | 0.0 | 0.0 | 0.0 | -0.1 | -0.3 | 0.0 | 0.1
RAD52 anneal inh | -14 | -21 | -2 | -10 | -30 | 3 | -17 | -14
CFTR F508del cor | 1.7 | -1.4 | -0.1 | -4.4 | -3.2 | 0.7 | 4.3 | 2.0
esBAF inh | -5 | x | x | x | 0 | 5 | -3 | 19
INS-1E GSIS act | -10 | 9 | 1 | -8 | 4 | 5 | -52 | -37
ARNT-TACC3 inh | 1 | -16 | x | -3 | -2 | -3 | -9 | -3
RAD54 branch | -5 | x | x | x | 2 | -3 | -16 | 0

17) CC(Oc1ccc2ccc(=O)oc2c1)C(=O)NCC1CCC(C(=O)O)CC1 (stereo unspecified)
18) Cc1ccc(N2C(=O)c3ccccc3NC2c2ccccc2O)cc1 (stereo unspecified)
19) CCCN(C)C[C@H]1Oc2ncc(-c3cccc(C#N)c3)cc2C(=O)N([C@H](C)CO)C[C@H]1C
20) O=C(C[C@@H]1C[C@@H]2c3cc(NC(=O)CC4CC4)ccc3O[C@@H]2[C@@H](CO)O1)NCC1CC1
21) Cc1c(Cl)cccc1N=C(N)N=C(N)N
22) CN1C(=O)c2cc(NC(=O)c3ccccc3Cl)ccc2OC[C@H]2O[C@H](CC(=O)O)CC[C@H]21
23) C[C@H]1CN([C@@H](C)CO)C(=O)c2cc(NC(=O)Nc3ccc(C(F)(F)F)cc3)ccc2O[C@H]1CN(C)C(=O)Nc1cccc2ccccc12
24) N#Cc1ccc(C(=O)NCC(c2ccco2)N2CCCCC2)cc1 (stereo unspecified)

assay / entry | 17 | 18 | 19 | 20 | 21 | 22 | 23 | 24
ERAP1 HTS inh | -7 | 6 | 0 | -2 | 0 | -1 | x | x
XiGFP reactiv | x | 0.2 | -1.0 | 0.0 | -0.1 | 0.3 | 0.0 | x
RAD52 anneal inh | -5 | 1 | -4 | -10 | 0 | -1 | x | x
CFTR F508del cor | -0.5 | -0.9 | -2.4 | -0.6 | -4.2 | -2.3 | -4.2 | x
esBAF inh | -2 | 26 | 7 | -4 | x | 2 | 1 | 5
INS-1E GSIS act | 7 | 0 | 22 | 5 | -4 | 1 | 3 | 3
ARNT-TACC3 inh | -7 | 32 | 16 | 3 | x | 7 | 12 | 4
RAD54 branch | -5 | -2 | -10 | -10 | x | 5 | -3 | -1

In a second layout: 4 of the compounds above.
Values in the order – ERAP1 HTS inh | XiGFP reactiv | RAD52 anneal inh | CFTR F508del cor | esBAF inh | INS-1E GSIS act | ARNT-TACC3 inh | RAD54 branch
21	Cc1c(Cl)cccc1N=C(N)N=C(N)N
 : 0 | -0.1 | 0 | -4.2 | x | -4 | x | x
22	CN1C(=O)c2cc(NC(=O)c3ccccc3Cl)ccc2OC[C@H]2O[C@H](CC(=O)O)CC[C@H]21
 : -1 | 0.3 | -1 | -2.3 | 2 | 1 | 7 | 5
23	C[C@H]1CN([C@@H](C)CO)C(=O)c2cc(NC(=O)Nc3ccc(C(F)(F)F)cc3)ccc2O[C@H]1CN(C)C(=O)Nc1cccc2ccccc12
 : x | 0.0 | x | -4.2 | 1 | 3 | 12 | -3
24	N#Cc1ccc(C(=O)NCC(c2ccco2)N2CCCCC2)cc1 (stereo unspecified)
 : x | x | x | x | 5 | 3 | 4 | -1

Further records:
25) C/C(O)=C(/C=Nc1ccccc1)C(=O)Nc1ccccc1
26) Cc1n[nH]c(C)c1NC(=O)CN1CCN(S(=O)(=O)c2ccc(C(F)(F)F)cc2)CC1
27) C=CC[C@H](CC(=O)N(CCO)Cc1ccccc1)C(=O)NC[C@H](OC(=O)[C@@H](CC=C)CC(=O)OC(C)(C)C)c1ccccc1
28) CC(C)c1cc(C(=O)N2CCCC(Nc3ccc(F)cc3)C2)n[nH]1 (stereo unspecified)
29) COC(=O)[C@]12C[C@H](CC(=O)NCCC(C)C)C(=O)N(CCc3ccc(OC)c(OC)c3)C1=C[C@H](C(C)(C)C)O[C@@H]2C
30) COC(=O)[C@H]1[C@H](CO)[C@H]2Cn3c(ccc(-c4cccc(F)c4)c3=O)[C@H]2N1CC1CCCC1
31) O=c1[nH]cnc2c1C1(CCCC1)Cc1ccccc1-2
32) CCOc1ccccc1N1CCN(CC(=O)NC(=O)NCc2ccco2)CC1

assay / entry | 25 | 26 | 27 | 28 | 29 | 30 | 31 | 32
ERAP1 HTS inh | 0 | -3 | x | -3 | 3 | -1 | x | -2
XiGFP reactiv | 0.0 | 0.1 | -0.1 | 0.3 | 0.0 | 0.3 | x | 0.3
RAD52 anneal inh | -2 | -4 | -31 | -17 | 1 | -56 | x | -20
CFTR F508del cor | -1.8 | -3.1 | -4.1 | 3.2 | 4.5 | 0.1 | x | -1.8
esBAF inh | 5 | 3 | 3 | x | x | 8 | -11 | -1
INS-1E GSIS act | 6 | -1 | -3 | -9 | x | -20 | 22 | -2
ARNT-TACC3 inh | -3 | -5 | 2 | -1 | x | 13 | -10 | -1
RAD54 branch | x | -1 | -3 | -4 | x | -11 | -14 | 2

33) CCOc1ccc(NC(=O)c2ccc(N3CC4CC(C3)c3cccc(=O)n3C4)c(N)c2)cc1 (stereo unspecified)
34) COc1ccccc1C#Cc1ccc2c(c1)O[C@H](CN(C)Cc1cccnc1)[C@H](C)CN([C@H](C)CO)S2(=O)=O
35) O=C1N[C@@H](Cc2c[nH]c3ccccc23)COC(=O)[C@H](Cc2ccc(F)cc2)C/C=C\C[C@H]1CC(=O)N(CCO)Cc1ccccc1
36) COc1ccc(C(=O)Nc2ccnn2C2CCN(CC3CC=CCC3)CC2)cc1 (stereo unspecified)
37) C[C@@H]1CN([C@H](C)CO)C(=O)c2cc(N(C)C)ccc2O[C@@H](C)CCCCO[C@H]1CN(C)C(=O)Nc1ccc(F)cc1
38) O=C(C[C@@H]1C[C@@H]2c3cc(NS(=O)(=O)c4ccccc4)ccc3O[C@@H]2[C@H](CO)O1)NCC1CC1
39) C[C@@H]1CN([C@@H](C)CO)C(=O)Cc2cc(NC(=O)CCC(F)(F)F)ccc2O[C@@H]1CN(C)Cc1ccc(C(=O)O)cc1
40) CCOc1cc(CN2CCN(c3ncccn3)CC2)ccc1OC

assay / entry | 33 | 34 | 35 | 36 | 37 | 38 | 39 | 40
ERAP1 HTS inh | -3 | 0 | x | 1 | x | -2 | -2 | 1
XiGFP reactiv | 0.0 | 1.0 | 0.0 | 0.3 | -0.6 | 0.2 | 0.0 | 0.1
RAD52 anneal inh | -14 | 14 | -15 | -11 | x | 6 | 11 | -11
CFTR F508del cor | -1.9 | 2.1 | 1.7 | -2.5 | -3.2 | -1.6 | 4.1 | x
esBAF inh | 0 | -5 | -49 | 1 | -4 | 4 | 4 | -4
INS-1E GSIS act | -2 | -2 | -17 | 0 | -5 | 5 | 2 | x
ARNT-TACC3 inh | 0 | 19 | -10 | -12 | x | 1 | -1 | 1
RAD54 branch | 6 | 3 | 2 | -8 | x | 7 | 3 | -3

41) C[C@H]1CN([C@@H](C)CO)C(=O)c2cccc(NS(=O)(=O)c3ccc(Cl)cc3)c2O[C@H]1CN(C)C(=O)Nc1ccc(F)cc1
42) CCN(CC)C(=O)C1=C(C)N(CCCOC)C(=O)C(CC(=O)NCCCCc2ccccc2)C1 (stereo unspecified)
43) Cc1cccc(C(=O)OCC(=O)c2ccc3c(c2)OCO3)c1O
44) CCn1c(NC(=O)c2ccccc2)nc2ccccc21
45) N#Cc1ccccc1NC(=S)NC(=O)c1cccnc1
46) O=C(NN1C(=O)c2ccccc2NC1c1cccnc1)c1ccccc1 (stereo unspecified)
47) CN(C)C(=O)Cn1c(SCC(=O)NC2CCCCC2)nc2ccccc21
48) CCN1C(=O)/C(=C2/Sc3ccccc3N2CC)SC1=S
49) Cc1ccc(S(=O)(=O)Nc2ccc3c(c2)CC(=O)N([C@H](C)CO)C[C@@H](C)[C@H](CN(C)Cc2ccc(-c4ccccc4)cc2)O3)cc1
50) Cc1noc(C)c1NC(=O)N(C)C[C@H]1OCCCC[C@@H](C)Oc2ccc(NC(=O)C3CCCCC3)cc2C(=O)N([C@@H](C)CO)C[C@H]1C

assay / entry | 41 | 42 | 43 | 44 | 45 | 46 | 47 | 48 | 49 | 50
ERAP1 HTS inh | -1 | 6 | -1 | 3 | -1 | -2 | 2 | -1 | -2 | 3
XiGFP reactiv | -0.1 | -0.1 | 0.4 | 0.4 | 1.4 | 1.3 | x | 2.8 | -0.7 | -0.6
RAD52 anneal inh | 19 | -3 | -10 | 2 | -9 | -1 | -5 | -27 | 16 | 7
CFTR F508del cor | -4.1 | -0.1 | -1.1 | 1.6 | 2.9 | -2.4 | x | 0.0 | 0.9 | -1.2
esBAF inh | 5 | 0 | 6 | x | 11 | -16 | 5 | -1 | 5&3 | 0
INS-1E GSIS act | -35 | -9 | 8 | 13 | -2 | -11 | 7 | -5 | -13 | -7
ARNT-TACC3 inh | -7 | x | -3 | 8 | 0 | -5 | -1 | -11 | 5&-6 | -24
RAD54 branch | 2 | -7 | -2 | -1 | -5 | -7 | -9 | 8 | -1&-1 | 6

High-throughput results as filed in PubChem.
